TexasRed autofl: compound fluoresces in the Texas Red spectral region. actives 0.06% (n = 59,000). Compound fluorescence, Texas Red channel, 547/618 nm; active compounds read high. max dye-equivalent concentration, M. AID 587; in the data active means max dye-equivalent concentration above about 10 nM; inconclusive means between about 1.1 nM and that limit
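Dye-equivalent concentrations come from scaling compound signal (ex 547, em 618 nm) to six Texas Red standard concentrations run on every plate, after 15 min room-temperature incubation in pH 8.0 Tris (100 mM).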
Rhodamine fluor: compound fluoresces in the rhodamine spectral region; Rhodamine-region fluorescence, 547/598 nm, Tris buffer; active compounds read high; max dye-equivalent concentration, M; actives 0.05% (n = 59,000); in the data active means max dye-equivalent concentration above about 11 nM; inconclusive means between about 1.1 nM and that limit
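A six-point rhodamine series on each plate calibrates the signal. Compounds sit in 100 mM Tris (pH 8.0) for 15 min at ambient temperature before imaging through 547 nm/598 nm filters.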
Fluorescein fluor: fluorescein region autofluorescence | max fluorescein-equivalent concentration, M | Compound autofluorescence, 480/540 nm, fluorescein-equivalent; active compounds read high | actives 0.91% (n = 59,000); in the data active means max fluorescein-equivalent concentration above about 10 nM; inconclusive means between about 1.1 nM and that limit
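Each compound is tested across a concentration series in 100 mM Tris buffer at pH 8.0. After 15 min at room temperature, plates are imaged with 480 nm excitation and 540 nm emission filters, and intensities are converted to fluorescein-equivalent values.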
Casp7 inh: blocks human caspase-7 allosterically or competitively | P55210 | recombinant caspase-7, Ac-DEVD-AFC fluorescence rate | Potency, µM (highest dose often 57.5 µM), inactives show at the top dose activity change, negative = inhibition, usual class: inhibitors | actives 0.02% (n = 75,000); active means well fitted inhibition curve with a large enough effect in the main read-out, with a control signal flat, not every such curve was filed as active; inconclusive means small, poorly fitted or top-dose-only effect, or a change in a side signal; further: potency means the concentration at half of the fitted maximal effect; % of control where 0% means no effect
Target sequence (P55210 24-198 limits assumed): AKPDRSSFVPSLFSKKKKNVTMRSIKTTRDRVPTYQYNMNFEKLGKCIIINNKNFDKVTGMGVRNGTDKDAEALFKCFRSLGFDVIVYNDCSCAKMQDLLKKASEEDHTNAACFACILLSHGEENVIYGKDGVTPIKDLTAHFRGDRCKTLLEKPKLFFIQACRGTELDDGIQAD
Target sequence (P55210 207-303 limits assumed): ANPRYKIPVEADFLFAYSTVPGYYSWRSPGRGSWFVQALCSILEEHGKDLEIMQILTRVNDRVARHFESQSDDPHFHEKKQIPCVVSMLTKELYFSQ
ERK AVP inh: inhibitors of vasopressin-stimulated ERK signaling pathway | actives 0.99% (n = 72,000) | HEK293-V1b, vasopressin-stimulated pERK AlphaScreen | AID 995 | Potency, µM (titrated, usually from 57.5 µM), for inactives: at the top dose activity, negative = inhibition, actives largely listed as inhibitors; further: potency means the concentration at half of the fitted maximal effect; on the % scale 0 is the no-effect control and ±100 the full control effect; nearly all actives have a fitted effect of over 55% in size
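qHTS, compounds titrated on V1b-expressing HEK293 cells. Preincubation 30 min at 37C, vasopressin 25 nM for 5 min, lysis 10 min, bead incubation 5 hr at room temperature.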
Casp1 inh: caspase-1 (human) inhibition, allosteric or competitive; actives 0.03% (n = 75,000); Potency, µM (highest dose often 57.5 µM), for inactives: at the highest dose activity change, negative = inhibition, hits mostly inhibitors; Caspase-1 enzyme, Ac-WEHD-AFC fluorogenic rate; P29466;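 further: potency means the concentration at half of the fitted maximal effect; plate controls were vehicle for no effect and no substrate for full effect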
Target sequence (P29466 120-297 limits assumed): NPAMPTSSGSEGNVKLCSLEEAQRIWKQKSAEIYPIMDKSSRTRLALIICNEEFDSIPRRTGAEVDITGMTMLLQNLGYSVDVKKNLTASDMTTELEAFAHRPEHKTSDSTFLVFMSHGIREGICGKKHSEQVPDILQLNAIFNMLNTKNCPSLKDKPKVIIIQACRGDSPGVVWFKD
Target sequence (P29466 317-404 limits assumed): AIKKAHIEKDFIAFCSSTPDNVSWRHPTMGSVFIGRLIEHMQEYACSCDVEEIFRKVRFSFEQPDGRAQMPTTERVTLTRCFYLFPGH
HADH2 inhib: blocks human hydroxyacyl-CoA dehydrogenase type II; Potency, µM (titrated, usually from 57.1 µM), inactives show top-dose activity change, negative = inhibition, usual class: inhibitors; recombinant HADH2, NADH fluorescence, beta-hydroxybutyryl-CoA; actives 3.4% (n = 73,000); Q99714; AID 886; further: potency means the concentration at half of the fitted maximal effect; on the % scale 0 is the no-effect control and ±100 the full control effect; nearly all actives have a fitted effect of over 60% in size; many of its hits are not listed in these tables
Target sequence (Q99714 whole entry, looked up, one chain of several): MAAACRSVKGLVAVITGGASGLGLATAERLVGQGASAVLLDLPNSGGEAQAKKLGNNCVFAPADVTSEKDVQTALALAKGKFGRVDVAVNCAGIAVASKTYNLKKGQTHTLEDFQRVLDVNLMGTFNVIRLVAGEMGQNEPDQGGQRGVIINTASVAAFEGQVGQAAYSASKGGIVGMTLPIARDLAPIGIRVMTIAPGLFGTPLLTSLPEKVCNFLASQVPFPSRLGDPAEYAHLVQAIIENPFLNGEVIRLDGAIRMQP
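E. coli-expressed His-tagged HADH2 tested at 20 nM in alkaline Tris buffer (pH 9.0); oxidation of 90 uM beta-hydroxybutyryl-CoA with 1 mM NAD+ tracked fluorimetrically for 4 min.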
USP2a inhib: inhibitors of human ubiquitin-specific protease USP2a; USP2a enzymatic assay, qHTS inhibition; O75604; actives 0.1% (n = 60,000); Potency, µM (top dose mostly 38.3 µM), for inactives: at the highest dose activity change, negative = inhibition, usual class: inhibitors;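 further: potency means the concentration at half of the fitted maximal effect; nearly all actives have a fitted effect of over 60% in size; plate controls were DMSO for no effect and NEM full inhibition control for full effect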
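20 nM USP2 core + cpd, 30 min RT; add 20 nM Ub-PLA2/20 uM NBD C6-HPC; read Ex460/Em535 at 0 h and 2.5 h. Normalized to NEM; qHTS curve fit/classification.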
FLuc inh: blocks Photinus pyralis firefly luciferase activity | P08659 | purified firefly luciferase, luminescence, 8 min | Potency, µM (top dose mostly 57.1 µM), for inactives: at the top dose activity change, negative = inhibition, most hits filed as inhibitors | actives 2.2% (n = 72,000) | AID 411; further: potency means the concentration at half of the fitted maximal effect; on the % scale 0 is the no-effect control and ±100 the full control effect; nearly all actives have a fitted effect of over 40% in size
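Luminescence read-out after 8 min at room temperature; enzyme reaction used luciferin plus 10 uM ATP (linear range) in imidazole buffer pH 7.2 with KCl, MgCl2, Tween 20 and BSA. Each sample was run as a titration.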
Tau filament bind: binders of human tau filaments | P10636 | recombinant tau filaments, thioflavin S fluorescence, 15 h; filaments grown with octadecylsulfate alongside compound | Potency, µM (titrated, usually from 57.1 µM), without a hit: at the top dose activity change, negative = inhibition | actives 2% (n = 71,000) | AID 596;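 further: potency means the concentration at half of the fitted maximal effect; on the % scale 0 is the no-effect control and ±100 the full control effect; actives lower thioflavin S fluorescence by blocking filaments or displacing dye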
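His-tagged recombinant human tau (exons 2, 3 and 10 included), 1 uM, was induced to fibrillize by 30 uM sodium octadecylsulfate with compound present. After 15 h at 37 C, thioflavine S fluorescence (ex 450, em 510 nm) was read.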
HEK293 cAMP cs: raises cAMP in parental HEK293 cells, TSHR agonist counter-screen | parental HEK293 CNG cAMP sensor, membrane potential fluorescence | Potency, µM (top dose mostly 57.1 µM), without a hit: at the top dose activation, hits mostly activators | actives 2.5% (n = 73,000) | AID 938; further: potency means the concentration at half of the fitted maximal effect; % of control where 0% means no effect; nearly all actives have a fitted effect of over 55% in size
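Parental HEK 293 cells stably expressing a modified CNG channel (no TSHR) report cAMP rise as membrane depolarization. Membrane potential dye with 100 uM RO 20-1724 was loaded for 60 min at room temperature, then compound added for 30 min; fluorescence read at 590 nm.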
* = called active by the depositor; i = inactive; ? = inconclusive; . = not tested or not shown; & = joins results of further samples; [ ] = dose if it differs, or a comment. Unless noted, the call rests on the fitted dose curve; in most records, active means well fitted curve in the direction sought with a large enough effect; inconclusive means small, poorly fitted or top-dose-only effect, or another doubt; inactive means no such curve, though single readings can be large; an effect the other way counts as inactive or inconclusive.

Fields: TexasRed autofl | Rhodamine fluor | Fluorescein fluor | Casp7 inh | ERK AVP inh | Casp1 inh | HADH2 inhib | USP2a inhib | FLuc inh | Tau filament bind | HEK293 cAMP cs
N#Cc1cc2cc3c(cc2nc1SCC(=O)OC1CCCCC1)OCO3
  i | i | i | -9% | -8% | -9% | 4% | 10% | -9% | 18% | 16µM*
O=C(CSc1nnnn1-c1ccccc1)N1CCc2ccccc21
  ? | i | ? | -1% | -21% | -1% | -3% | 2% | -1% | -10% | ?
CCOC(=O)N1CC=C2C(C#N)=C(N)C(C#N)(C#N)[C@H](c3ccc(OC(C)C)c(OCC)c3)[C@H]2C1
  i | i | i | -7% | -7% | -10% | -4% | 23% | 0% | 12% | 13%
O=C(COc1ccccc1)N1CCN(S(=O)(=O)Cc2ccccc2)CC1
  ? | i | i | -3% | -2% | -3% | 5% | 6% | 0% | 5% | 5%
COc1ccc(C2=NOC(CN3C(=O)c4ccccc4S3(=O)=O)C2)cc1 (configuration not stated)
  ? | i | ? | -2% | -5% | -2% | 8% | 12% | 16µM* | -7% | -4%
CC1(c2ccncc2)Nc2ccccc2-c2nc3ccccc3n21 (configuration not stated)
  i | i | i | -5% | 7% | -4% | i | 2% | -21% | -28% | 6%
O=C(O)COc1nsnc1N1CCOCC1
  i | i | i | -1% | -7% | -2% | -1% | -3% | 0% | -2% | -10%
CCOC(=O)C1CCN(C(=O)c2c(-c3c(F)cccc3Cl)noc2C)CC1
  i | i | i | -2% | 1% | -1% | 2% | 5% | 4% | -8% | 12%
O=C1CC(C(=O)NC2CCCCC2)C(c2ccccc2)O1 (configuration not stated)
  i | i | i | 0% | 7% | 0% | 11% | -3% | 2% | 5% | 8%
Cc1ccc(-c2nn(CC(=O)NCC3CCCO3)c(=O)c3ccccc23)cc1 (configuration not stated)
  i | i | i | -11% | -5% | 2% | 13% | 3% | 3% | -12% | 14%
O=S(=O)(NCc1ccc2c(c1)OCO2)c1cnc[nH]1
  . | . | . | -2% | -7% | -1% | -8% | . | 1% | -2% | 1%
COc1ccc(Oc2ncc3nc(-c4cn(C)c5ccccc45)c(=O)n(C4CC4)c3n2)cc1
  i | i | i | -25% | 4% | -18% | -12% | 130%[activator] | 1%[11.4 µM] | 5% | 7%[0.457 µM]
c1ccc(OCCSc2nc3ccccc3o2)cc1
  . | . | . | 0% | 250%[activator] | -1% | -14% | -7% | 0% | -18% | 24%
CCn1c(=NC(=O)CSC(C)=O)sc2cc(OC)ccc21
  . | . | . | 2% | . | -2% | 10% | . | 2% | 3% | 7%
CSc1nc2oc3c(c2c2nncn12)CC(C)(C)SC3
  i | i | ? | -20% | -14% | ? | ? | 4% | -9% | 29% | 4%
C=C(C)CSc1nnc([C@H](CCSC)NC(=O)OC(C)(C)C)o1
  i | i | i | 0% | -9% | -2% | -28% | 6% | 2% | -25% | 21%
OC12CCCCC1C(c1ccc3c(c1)OCO3)N(Cc1ccccc1F)CC2 (configuration not stated)
  i | i | i | -7% | -5% | -3% | -2% | 33%[activator] | 2% | -11% | ?
CC1CCC2C(=O)N3CCCC3C(=O)N2C1c1ccc(Br)cc1 (configuration not stated)
  . | . | . | 0%&-1%[11.5 µM] | 31%&28%[activator][11.5 µM] | 0%&0%[11.5 µM] | 11%&-2%[11.4 µM] | . | . | . | 7%&0%[11.4 µM]
N#Cc1c(SCc2ccccc2)nc(N2CCOCC2)c2c1CCCC2
  . | . | . | 2% | 53%[activator] | -3% | ? | -12%[7.66 µM] | 0% | 43%[11.4 µM] | 12%[11.4 µM]
COC(=O)C1=C2N(Cc3ccccc3)C(C)=C(C(=O)OC)C(c3ccccc3)N2C(=O)[C@](O)(C(=O)OC)C1 (some centres not stated)
  . | . | . | -1%&1%[11.5 µM] | 5%&7%[11.5 µM] | 1%&0%[11.5 µM] | 9%&7%[11.4 µM] | . | . | . | ?
Cc1c(C(=O)O)nn(-c2ccccc2)c(=O)c1C#N
  . | . | . | 0% | . | -3% | -6% | . | 1% | 0% | 0%
CSCC[C@H](NC(=O)OC(C)(C)C)c1nnc(SCC(=O)Nc2c(C)cccc2C)o1
  i | i | i | 0% | -10% | 0% | 12% | 2% | 2% | -3% | 16%
CN1C(=O)/C(=C2\SC(=S)N(C(CCC(=O)O)C(=O)O)C2=O)c2ccccc21 (configuration not stated)
  . | . | . | 0% | ? | -1% | 13µM* | -3% | -5% | -2% | -2%
O=C(CSc1nc2ccccc2c(=O)n1-c1ccccc1)N1CCN(CCO)CC1
  . | . | . | 1% | -1% | -2% | -4% | 2% | 2% | 8% | 13%
CC(C)(C)NC(=O)C1N(c2cccnc2)C(=O)C2C(C(=O)Nc3ccccc3F)C3(C)C=CC21O3 (configuration not stated)
  ? | i | i | 1% | 1% | 1% | 8% | -1% | -3% | -5% | 2%
O=C(CCNS(=O)(=O)c1cccs1)Nc1ccccc1F
  i | i | ? | -1% | -11% | 1% | 0% | 5% | 0% | 4% | 0%
O=C(c1ccco1)N1CCN(S(=O)(=O)c2ccc(Br)s2)CC1
  i | i | ? | -7% | 13% | 0% | -21% | 13% | 1% | -16% | 14%
Cc1ccc(CNC(=O)C2CCCN(S(=O)(=O)c3cccnc3)C2)cc1 (configuration not stated)
  i | i | i | 1% | 8% | -1% | 1% | 2% | 2% | -2% | 4%
CCOC(=O)c1c(C)c(C(=O)NCc2ccccn2)c(C)n1C
  i | i | i | 0% | -23% | -2% | 11% | 7% | 1% | 4% | 20%
c1ccc(Cn2nnc3c(N4CCc5ccccc54)ncnc32)cc1
  i | i | i | 0% | -11% | -2% | 25µM* | -4% | 3% | -1% | 10%
O=C(Nc1ccccc1)N1CC[C@@]2(CCCN(C(=O)c3ccncc3)C2)C1
  ? | i | i | 0% | 4% | 0% | 4% | ? | 0%[11.4 µM] | -2% | 7%
O=C(CSCc1cnn(-c2ccccc2)c1-n1cccc1)NCCN1CCOCC1
  i | i | i | -1% | 19% | 1% | 0% | 17% | 1% | 3% | 12%
COC(=O)c1ccc(C(NC(=O)OCc2ccccc2)/C(=C/[C@@H](C)C(=O)NC2CCCCC2)c2cccnc2)cc1 (some centres not stated)
  . | . | . | -4% | 12% | -1% | -2% | . | . | 4% | ?
N#Cc1cn(CCOc2ccccc2F)c2ccccc12
  ? | i | i | -3% | -21% | -2% | -9% | -3% | -1% | 3% | 14%
Cc1cc(=O)c2cc(Cl)ccc2[nH]1
  ? | i | i | -1% | -1% | 3% | -8% | 4% | -1% | -9% | 15%
COc1ccc(CNc2nc(SCC(=O)NCc3ccco3)nc3ccccc23)cc1
  i | i | i | -4% | ? | -2% | 3% | 28% | -6% | -1% | 7%
COCCNC(=O)C(c1ccc(C)o1)N(Cc1ccccc1)C(=O)Cn1nnc2ccccc21 (configuration not stated)
  i | i | i | -2% | -21% | -2% | 11% | 10% | -1% | -15% | ?
CC(CS(=O)(=O)c1cccc2cccnc12)N1CCCCC1 (configuration not stated)
  i | i | 1.6e-08M* | . | -4% | -16% | 0% | -3% | -1% | 166% | 6%
Cc1ccc2nc(NC(=O)C3CCCN(S(=O)(=O)c4cccc5nonc45)C3)sc2c1 (configuration not stated)
  i | i | ? | -8% | 8% | -6% | -11% | 37%[activator] | -2% | ? | -16%
COC(=O)c1ccccc1NC(=O)Cn1cnc2ccc(S(=O)(=O)N3CCC(C)CC3)cc2c1=O
  i | i | i | 1% | 6% | 0% | -5% | 34%[activator] | 2% | 4% | 13%
CCCCn1nnnc1SCC(=O)Nc1ccc(C)cc1
  i | i | i | 0% | 0% | 1% | 4% | 21% | 2% | 2% | 7%
CC(=O)OC(/C(O)=C(\C#N)c1nc2ccccc2[nH]1)c1ccccc1 (configuration not stated)
  . | . | . | -11% | -23% | ? | -1%[11.4 µM] | 12%[7.66 µM] | 0% | 14%[11.4 µM] | -2%[11.4 µM]
CC(=O)c1ccc(NC(=O)CSC(C)C)cc1
  . | . | . | 0% | ? | -1% | -10% | 4% | -5% | 0% | -4%
COc1cc(-c2nnc3sc(-c4ccccn4)nn23)cc(OC)c1OC
  i | i | i | 1% | 13% | 0% | ? | 3% | 3% | -9% | -10%

Taken from above.
In HEK293 cAMP cs, Cc1ccc2nc(NC(=O)C3CCCN(S(=O)(=O)c4cccc5nonc45)C3)sc2c1 (configuration not stated) shows -16%
In FLuc inh, COCCNC(=O)C(c1ccc(C)o1)N(Cc1ccccc1)C(=O)Cn1nnc2ccccc21 (configuration not stated) shows -1%

Screening results: PubChem BioAssay, National Center for Advancing Translational Sciences (NCATS)

This is a subset. The share of hits here may be higher or lower than overall.
